Shn3 3UTR inh – reduction of Shn3 3'UTR firefly luciferase signal, primary screen, Schnurri-3 inhibitor project, cell-based, Clone20 osteoblasts, set 2 | Clone20 osteoblast Shn3 3'UTR firefly luciferase, 24 h | inhibition, % at 12.5 µM | actives 0.52% (n = 360,000) | AID 588674, 2011;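 active = mean inhibition of at least 75% with every replicate also reaching 75%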;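 also: 0% = median of neutral control wells and 100% = pilot-screen positive control compound; some compounds past the cut are filed as inactive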
PDI turbidity – inhibitors of human PDI, primary screen, biochemical, turbidity, single point, plate reader; PDI insulin aggregation turbidity, A650, 90 min; inhibition, % at 10 µM; actives 0.052% (n = 350,000);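 active = mean inhibition across replicates of 30% or more, whatever share of single replicates reach that level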;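 also: absorbance from insulin aggregation driven by PDI reduction with DTT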
MITF TRPM1 inh – inhibitors of MITF-dependent TRPM1 promoter reporter, primary screen, cell-based, SK-MEL-5, single point, luciferase | SK-MEL-5 TRPM1 promoter luciferase, 24 h | actives 0.83% (n = 330,000) | inhibition, % at 12.5 µM;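 active = mean inhibition across replicates of 60% or more, whatever share of single replicates reaches that level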; also: values of inactives mirror those of a sister screen read the other way
HIF-2a inh – HIF-2a reporter inhibitors, primary screen, luminescence, 786-0 RCC cells; 786-0 RCC cells HIF-2a reporter, luciferase luminescence, overnight; inhibition, % at 18.8 µM; actives 0.72% (n = 360,000);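 active = inhibition of the luminescence signal of 40% or more relative to plate controls, in a single-dose primary screen at 18.75 µM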
H9c2 protect – cardioprotection against H2O2-induced cell death, primary screen, uHTS, H9c2 cells, ATPLite luminescence; H9c2 cardiomyocytes, H2O2 injury protection, 2 h; protection from H2O2 cell death, % at 20 µM; actives 0.63% (n = 360,000);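 active = compounds giving at least 50% protection of heart cells from peroxide-induced death in the single-dose screen, raw or plate-pattern-corrected value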;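 also: 0% = DMSO wells with peroxide and 100% = DMSO wells without peroxide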
NR2E3 ag-1 – NR2E3 agonists in two-hybrid cells, primary screen, cell-based, luminescence, CHO-S, Gal4-NCOR/VP16-NR2E3; Photoreceptor-specific nuclear receptor (Homo sapiens), Q9Y5X4; luciferase; inhibition of corepressor binding, % at 3.98 µM; actives 0.35% (n = 360,000); AID 602229, 2012;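 active = inhibition above the mean of all tested compounds plus 3 SD, cut at about 70% in these data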;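 also: 0% = DMSO with NR2E3 transfected cells and 100% = cells lacking NR2E3 construct; higher means lower luciferase signal from less NR2E3 corepressor binding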
Target sequence (Q9Y5X4 whole entry, looked up, the tested form may be a part): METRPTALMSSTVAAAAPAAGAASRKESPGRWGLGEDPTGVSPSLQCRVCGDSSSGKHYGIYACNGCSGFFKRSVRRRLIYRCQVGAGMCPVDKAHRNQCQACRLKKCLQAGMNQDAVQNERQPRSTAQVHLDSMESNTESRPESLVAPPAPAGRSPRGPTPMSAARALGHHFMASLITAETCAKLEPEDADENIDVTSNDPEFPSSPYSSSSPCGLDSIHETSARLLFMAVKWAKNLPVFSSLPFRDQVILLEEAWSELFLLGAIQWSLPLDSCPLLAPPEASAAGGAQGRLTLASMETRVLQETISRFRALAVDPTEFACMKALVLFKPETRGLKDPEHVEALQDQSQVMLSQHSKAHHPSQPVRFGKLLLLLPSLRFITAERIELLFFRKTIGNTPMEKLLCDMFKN
CaV13 FRET inh – Primary screen for inhibitors of IQ motif and Ca2+-dependent inactivation inhibitor domain binding in CACNA1D, Förster resonance energy transfer in living cells, …. HEK cells, CFP/YFP FRET ICDI-IQ, plate reader, 10 min; percent FRET-ratio fall versus neutral wells. inhibition, % at 12.3 µM. actives 0.098% (n = 340,000);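 active = mean replicate inhibition of at least 30% and at least 1% of replicates passing that level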;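 also: 0% = median of the neutral control wells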
iPSC survival up – enhancers of single-cell hiPSC survival, primary screen, ATPlite luminescence. 100% = ROCK inhibitor wells, 0% = DMSO. survival enhancement, % at 20 µM. actives 0.044% (n = 360,000); in the data active = survival enhancement above about 18%;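 also: cells exposed to compounds for 16 hours before the ATP read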
NR2E3 ag-2 – inhibitors of NR2E3-RetCOR corepressor binding, primary screen, NR2E3 agonist project, biochemical, TR-FRET, GST-NR2E3, biotin-RetCOR. Photoreceptor-specific nuclear receptor (Homo sapiens), Q9Y5X4. 1536-well. inhibition of corepressor binding, % at 4.78 µM. actives 0.12% (n = 320,000). AID 2300, 2010;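 active = percent inhibition above the cutoff of mean plus 3 SD of all tested compounds, set per screening campaign, cut at about 20% in these data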;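 also: 0% = DMSO wells and 100% = biotin wells as full block of FRET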
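Assay system: NR2E3–RetCOR corepressor complex. Quantity: 1.35 nM GST-NR2E3. Buffer or medium: pH 7.5 Tris-based buffer. Reagent: biotinylated RetCOR corepressor at 7 nM final. Schedule: 5 h at 4 °C. Detection: TR-FRET, emission read at 617 and 671 nm. Replicates: one well per compound, singlicate testing.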
m5-HT2A agonist – mouse Htr2a agonists via beta-arrestin recruitment, primary screen, cell-based, luminescence; 5-hydroxytryptamine receptor 2A (Mus musculus), P35363; CHO-K1 mHTR2A beta-arrestin complementation; percent of 30 µM serotonin response; activation, % at 7.6 µM; actives 0.66% (n = 360,000); AID 624169, 2012;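 active = activation above a run cutoff, the mean activation of all tested compounds plus 3 SD, cut at about 14% in these data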;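 also: 0% = plate median of compound wells and 100% = 30 µM serotonin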
Target sequence (P35363 whole entry, looked up): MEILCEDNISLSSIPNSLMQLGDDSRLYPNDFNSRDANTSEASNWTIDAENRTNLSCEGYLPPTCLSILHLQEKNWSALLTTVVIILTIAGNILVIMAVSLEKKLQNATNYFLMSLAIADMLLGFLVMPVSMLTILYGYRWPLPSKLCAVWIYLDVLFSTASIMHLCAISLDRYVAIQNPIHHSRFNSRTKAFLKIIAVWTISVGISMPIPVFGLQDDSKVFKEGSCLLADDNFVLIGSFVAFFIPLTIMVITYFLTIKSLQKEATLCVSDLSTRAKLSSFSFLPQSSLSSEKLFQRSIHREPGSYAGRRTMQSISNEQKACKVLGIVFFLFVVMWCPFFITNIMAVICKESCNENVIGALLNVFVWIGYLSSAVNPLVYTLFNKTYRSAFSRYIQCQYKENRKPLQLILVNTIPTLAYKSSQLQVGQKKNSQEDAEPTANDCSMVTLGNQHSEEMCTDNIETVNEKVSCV
Peg3 promoter – Peg3 promoter-driven luciferase inhibitors, primary screen, cell-based, HeLa, luciferase luminescence; inhibition, % at 20 µM; HeLa PEG-Prom luciferase reporter, overnight; actives 1.7% (n = 360,000);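 active = inhibition of at least 50% at 20 µM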
Active calls of the source: *; . = not tested or not shown. An unsorted share of the library; any-hit rate near 3.9%.

SMILES	Shn3 3UTR inh	PDI turbidity	MITF TRPM1 inh	HIF-2a inh	H9c2 protect	NR2E3 ag-1	CaV13 FRET inh	iPSC survival up	NR2E3 ag-2	m5-HT2A agonist	Peg3 promoter
O=S(=O)(c1ccccc1)N1CCN(C(=S)Nc2ccccc2Cl)CC1	15	21	-3	14	-6	2	-7	-0.2	6	6	2
CCCCN(C)CCNC(=O)c1nn(-c2ccc(OC)cc2)c(=O)c2c1c1ccccc1n2C	-16	-6	44	21	1	0	-5	-3.6	-2	-6	16
CSc1nnc(-c2cccs2)n1C	0	2	-1	0	-4	-6	5	-2.3	0	2	9
CSc1nsc(SCC(=O)Nc2nc3ccc(C)cc3s2)n1	-28	7	24	-104	-3	61	-7	3.3	2	3	-92
Cc1cccnc1Nc1ncnc(N)c1[N+](=O)[O-]	8	-3	14	16	15	2	-7	-0.7	0	3	5
N#CCCN(C(=O)COC(=O)CCc1c[nH]c2ccccc12)c1ccccc1	-6	-9	3	9	-4	14	-3	1.7	1	11	2
O=C1NC(=O)/C(=C/c2cccc3ccccc23)S1	-6	-4	0	-173	-7	-26	-19	0.8	2	2	-107
COc1ccc(CCN2C(=O)CSC2=S)cc1OC	0	-6	15	61*	-4	-18	-17	-0.6	0	-4	60*
CCOC(=O)c1cc2c(c(-c3cccc(-c4cc5ccccc5o4)c3)n1)[C@@H](CCO)N(S(=O)C(C)(C)C)C2 (some centres undefined)	9	.	.	-15	1	-8	-6	2.7	.	1	-9
CSCCC(NC(=O)COc1cccc2ccccc12)C(=O)O (centres undefined)	6	2	1	11	-1	-2	-2	-0.8	1	-3	15
COc1c(Br)cc(/C=N/n2c(-c3ccccc3)n[nH]c2=S)c(O)c1Br	3	-1	10	21	64*	-13	-6	0.9	5	-2	20
CCOc1ccccc1OCC(=O)Nc1nnc(COC)s1	-10	0	0	11	6	-36	-5	3.0	2	-3	-8
COc1ccccc1/C=C/C(=O)OCC(=O)c1c[nH]c2ccccc12	-1	2	9	-54	-11	-32	-3	1.9	0	6	-23
COc1cccc(CNC(=O)CCCc2cn(C)c3ccccc23)c1	8	-7	3	7	-6	-2	-4	0.8	0	-2	5
CCCCn1nnnc1C(c1ccccc1)N1CCN(c2ccc(C(F)(F)F)cc2[N+](=O)[O-])CC1 (centres undefined)	.	.	.	13	.	-2	-5	0.5	.	-9	.
CC(C)C(=O)N[C@H]1CCC2C3CC=C4C[C@@H](O)CC[C@]4(C)C3CC[C@@]21C (some centres undefined)	-14	17	-1	-11	-3	17	-5	-2.1	.	6	-38
CC(C)(C)C(=O)Nc1ccccc1C(=O)Nc1cc(Cl)ccc1Cl	15	1	8	16	4	-43	-5	1.1	-3	1	14
Nc1nc2ccccc2n1C(=O)c1ccco1	-55	4	-26	-151	-10	-91	-5	-1.4	.	9	-149
Cc1cc(=O)n2nc(N3CCC(C(=O)NCc4cccnc4)CC3)sc2n1	7	0	8	13	-3	15	.	5.5	4	2	6
COc1ccccc1N1CCN(C(=O)C2CCN(C(=O)c3ccc(C(C)(C)C)cc3)CC2)CC1	10	-7	14	1	-7	-27	-7	-0.3	-3	6	5
CCOC(=O)c1c(NC(=O)CCc2ccc(CC)o2)sc(C)c1C	3	18	-6	1	-14	9	-4	-0.3	-5	5	17
CN(CC(=O)NCC1CCCCC1)S(=O)(=O)c1ccc(F)cc1	5	4	5	-2	11	-2	-2	0.0	4	-4	-8
NC(=O)NC(=O)COC(=O)c1cccc(S(=O)(=O)N2CCCCCC2)c1	-6	-42	-13	15	-2	-26	-3	-0.3	-3	-2	7
Cc1nc2cc(-c3ccccc3)nn2c(N)c1-c1ccccc1	4	6	-28	-118	-21	-5	-12	-0.5	3	2	-101
CCN(CC)CCNC(=S)N1CCn2c(nc3ccccc32)C1	13	13	1	12	8	19	-2	-0.9	0	-1	11
Remaining list, next part:
SMILES	Shn3 3UTR inh	PDI turbidity	MITF TRPM1 inh	HIF-2a inh	H9c2 protect	NR2E3 ag-1	CaV13 FRET inh	iPSC survival up	NR2E3 ag-2	m5-HT2A agonist	Peg3 promoter
O=C1CSC(c2ccc(F)cc2)N1c1ccccc1F (centres undefined)	0	-5	-2	5	10	-34	-4	-1.0	0	4	3
O=C(C1=C[C@H](c2ccc(C(F)(F)F)cc2)C[C@H](OCc2ccc(CO)cc2)O1)N1CCOCC1	19	0	-8	14	0	-13	-9	-1.0	4	6	9
O=C(OCC(=O)N1CCOCC1)c1ccccc1SCC(=O)N1CCCC1	-21	-8	-1	5	-6	-21	-5	1.8	-3	5	-5
O=C(O)C1(Nc2ccc([N+](=O)[O-])cc2[N+](=O)[O-])CCCC1	-8	18	-12	9	-4	14	-5	-4.0	.	1	12
CCOC(=O)c1sc(-c2ccccn2)nc1C	2	-2	-10	-184	-1	-54	.	-0.1	0	2	-157
COC(=O)c1cc(NS(=O)(=O)c2ccc(NC(C)=O)cc2)ccc1Cl	8	3	-1	19	-2	3	-6	0.7	0	-3	7
O=c1c(Cc2ccc(F)cc2)c(O)ccn1Cc1ccco1	5	5	-1	24	7	2	5	-0.4	3	7	14
CC(=O)c1c(N2CCCCC2)nc(=O)n(-c2ccccc2)c1C	17	15	10	12	18	-34	.	-1.0	3	-2	21
Cc1ccc(C(C)C)c(OCc2ccc(C(=O)N/N=C/c3ccc(O)cc3O)cc2)c1	92*	4	.	71*	57*	-36	-6	-1.4	0	1	32
CN1CCN(CCCNC(=O)c2ccc3c(Cl)c4c(nc3c2)CCCC4)CC1	-29	-7	-17	-20	-4	22	-5	0.3	2	-3	87*
CCOCCCNC(=O)c1ccccc1SCC	-9	8	-5	11	-5	-12	-5	1.8	-3	1	-13
COc1ccc(CNc2ncnc3cc(OC)c(OC)cc23)cc1OC	20	9	-14	22	12	-13	-7	0.9	2	5	22
O=C(Cn1cnc2ccccc2c1=O)N1CCN(c2ccccc2)CC1	-1	3	0	-4	5	15	-3	-1.4	-2	-1	2
C/C(=N/NC(=O)c1cc(O)c(O)c(O)c1)c1ccc([N+](=O)[O-])cc1	4	5	6	1	7	-13	-4	-2.3	.	-2	12
COC(=O)c1ccc(NC(=O)Nc2ccc(F)cc2F)cc1	1	-4	-50	-254	-11	-92	-2	-1.4	1	-5	-352
Cn1c(CN(O)S(=O)(=O)c2ccc(Cl)cc2)nnc1C(F)(F)F	10	-6	0	10	0	-11	.	-0.4	0	1	-18
COc1ccc2c(c1)-c1nc(NC(=O)c3ccco3)sc1CC2	-40	19	-78	-286	8	-48	-2	-1.4	-1	-4	-219
CCCNC(=O)c1cc(C2CCCN(C(=O)C3CC3)C2)on1 (centres undefined)	-54	-11	.	-152	-3	-52	-6	0.6	.	2	-110
O=C(C(c1ccccc1)N1CCOCC1)N1CCOCC1 (centres undefined)	2	0	-8	18	8	-1	.	-1.3	-5	-4	3
CCOC(=O)CCCCC(=O)c1[nH]c(=O)[nH]c1CSc1nc(-c2ccccc2)c(C#N)c(=O)[nH]1	-5	5	-5	14	13	-21	-8	-0.2	-55	2	1
O=S1(=O)CCO[C@H]2Cc3ccccc3[C@H]2N1Cc1cccc(F)c1	-8	2	3	9	2	0	-5	-0.7	-2	0	-5
CCOC(=O)C1/C(=N\O)CC(C)(O)C(C(=O)OCC)C1c1ccc(OC)c(OC)c1 (centres undefined)	10	-8	-3	6	-10	-8	-5	2.6	2	-4	9
COc1ccc(NC(=O)C2CCC(C)(C(=O)O)C2(C)C)cc1 (centres undefined)	7	3	1	10	3	3	-3	-3.1	-1	3	-3
O=C(Nc1cccnc1Cl)c1cc([N+](=O)[O-])ccc1Cl	8	-3	-6	-51	2	-67	0	-0.5	2	-1	-32
COC(=O)c1cc2ccc(OC)cc2c2cc(OC)c(OC)cc12	-6	6	6	-54	55*	-1	-5	-3.0	.	6	42
The listing continues:
SMILES	Shn3 3UTR inh	PDI turbidity	MITF TRPM1 inh	HIF-2a inh	H9c2 protect	NR2E3 ag-1	CaV13 FRET inh	iPSC survival up	NR2E3 ag-2	m5-HT2A agonist	Peg3 promoter
COc1ccc(-c2nnc(SCC(=O)OC3CCCCC3)o2)cc1OC	-23	-2	0	9	6	5	-5	-1.4	3	0	19
Cc1nc(N)nc(N)c1-c1ccc(Cl)c(Cl)c1	69	16	38	22	-6	19	-6	2.0	.	3	23
CCCc1nnc(SCC(=O)Nc2ccc(OC)cc2)o1	7	-9	0	-17	-4	10	-4	0.1	0	11	-46
C1N2CN3CN1CN(C2)C3	-23	2	8	10	1	-14	-5	3.0	2	4	-5
Cc1c(-n2c(-c3ccccc3Cl)n[nH]c2=S)c(=O)n(-c2ccccc2)n1C	-13	-5	1	12	1	-9	5	1.7	3	0	1
Cc1ccc(S(=O)(=O)N2CCN(C(=O)COC(=O)C3(C)CC3(Cl)Cl)CC2)c(C)c1 (centres undefined)	27	5	-11	8	-8	14	-2	-0.5	1	5	13
CCCCCN(C(=O)CCC(=O)OCc1cccc(Br)c1)c1c(N)n(CCCC)c(=O)[nH]c1=O	12	-1	2	8	8	3	-5	-0.5	-4	1	26
COc1ccc(NC(=O)c2cc(C3CCCCN3S(=O)(=O)c3cccs3)on2)c(C)c1 (centres undefined)	24	5	.	-7	3	-34	-10	-2.1	.	12	-1
COC(=O)NC(NS(=O)(=O)c1ccccc1)(C(=O)OC)C(F)(F)F (centres undefined)	-8	-1	-3	12	17	-9	-4	4.4	-4	-3	8
CC(=O)Nc1cccc(NC(=O)CSc2nccn2Cc2ccc(F)cc2)c1	20	-5	9	4	-4	-13	-1	-0.3	1	-8	4
Cc1ccccc1C(=O)N1CCC(C(=O)Nc2ccc3c(c2)OCCO3)CC1	10	7	7	11	-1	16	-3	-1.6	0	2	1
CN1CCN(C(=O)C2CC(=O)N(c3ccc(Cl)cc3)C2)CC1 (centres undefined)	13	-3	3	9	-1	22	-7	0.9	3	-16	4

Records listed so far that bear a hit mark in Peg3 promoter:
Compound | Shn3 3UTR inh | PDI turbidity | MITF TRPM1 inh | HIF-2a inh | NR2E3 ag-1 | CaV13 FRET inh | NR2E3 ag-2 | m5-HT2A agonist | Peg3 promoter
COc1ccc(CCN2C(=O)CSC2=S)cc1OC | 0 | -6 | 15 | 61* | -18 | -17 | 0 | -4 | 60*
CN1CCN(CCCNC(=O)c2ccc3c(Cl)c4c(nc3c2)CCCC4)CC1 | -29 | -7 | -17 | -20 | 22 | -5 | 2 | -3 | 87*
